# Screening data (PubChem BioAssay)
# SMN2 splice up = qHTS Assay for Enhancers of SMN2 Splice Variant Expression; Potency, µM (series often up to 46.1 µM), for the others: at the highest dose activity change, positive = activation, hits mostly activators; HEK293 SMN2-luciferase splicing reporter, luminescence, 30-36 h; AID 1458, 2008; actives 2.8% (n = 210,000); further: % of control where 0% means no effect; nearly all actives have a fitted effect of over 55% in size
#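 qHTS luciferase splicing reporter: luminescence rises when SMN2 exon 7 is included in transfected HEK293 cells. Compound exposure lasted 30-36 h at 37C, with 4.5 mM final sodium butyrate as control, followed by a ONE-Glo read.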
# JMJD2E inh = qHTS Assay for Inhibitors of Human Jumonji Domain Containing 2E (JMJD2E); AID 2147, 2009; actives 1.6% (n = 230,000); JMJD2E catalytic domain, FDH-coupled NADH fluorescence (FDH is formaldehyde dehydrogenase); Lysine-specific demethylase 4E (Homo sapiens), B2RXH2; Potency, µM (highest dose often 57.1 µM), without a hit: at the top dose activity change, negative = inhibition, most hits filed as inhibitors; active means well fitted inhibition curve with a large enough effect, not every such curve was filed as active; inconclusive means small, poorly fitted or top-dose-only effect, or another doubt; inactive means no such curve, though single readings can be large or run the other way;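 further: 0% = wells with enzyme and -100% = buffer wells without enzyme; nearly all actives have a fitted effect of over 50% in size; many of its hits are not listed in these tables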
# RECQ1 inh = qHTS Assay for Inhibitors of RecQ-Like Dna Helicase 1 (RECQ1) | Potency, µM (series often up to 57.3 µM), inactives show at the highest dose activity, negative = inhibition, most hits filed as inhibitors | AID 2549, 2010 | RECQ1 DNA unwinding, red fluorescence kinetic read | ATP-dependent DNA helicase Q1 (Homo sapiens), P46063 | actives 0.54% (n = 240,000);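 further: plate controls were vehicle for no effect and no enzyme for full effect; nearly all actives have a fitted effect of over 30% in size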
# Target sequence (P46063 whole entry, looked up): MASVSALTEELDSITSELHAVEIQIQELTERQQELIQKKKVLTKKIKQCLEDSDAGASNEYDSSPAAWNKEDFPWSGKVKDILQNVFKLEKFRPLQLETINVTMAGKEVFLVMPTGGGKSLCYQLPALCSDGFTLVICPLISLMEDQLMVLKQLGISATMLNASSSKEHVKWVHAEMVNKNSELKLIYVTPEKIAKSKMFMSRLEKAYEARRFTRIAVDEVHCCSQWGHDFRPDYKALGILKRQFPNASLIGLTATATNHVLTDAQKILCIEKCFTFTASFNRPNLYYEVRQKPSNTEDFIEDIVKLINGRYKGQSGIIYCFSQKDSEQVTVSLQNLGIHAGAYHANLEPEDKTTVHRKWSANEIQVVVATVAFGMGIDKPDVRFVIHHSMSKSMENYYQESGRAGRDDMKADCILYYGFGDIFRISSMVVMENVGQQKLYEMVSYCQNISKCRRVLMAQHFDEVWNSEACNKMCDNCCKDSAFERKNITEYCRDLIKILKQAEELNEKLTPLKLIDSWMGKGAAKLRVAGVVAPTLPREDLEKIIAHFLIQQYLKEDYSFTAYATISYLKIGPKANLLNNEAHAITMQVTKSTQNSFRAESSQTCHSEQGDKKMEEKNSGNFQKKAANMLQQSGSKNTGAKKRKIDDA
#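 50 nM RECQ1T1 preincubated 15 min with compound in Tris pH 8.0 buffer with MgCl2, DTT, Tween-20 and 2.5 ug/ml poly(dI-dC); started with 200 nM TAMRA/BHQ-2 forked duplex and 2 mM ATP. Unwinding read as fluorescence (525/598 nm), two reads 2 h apart.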
# GoLoco inh red = qHTS Assay for Inhibitors of RGS12 GoLoco Motif Activity (Red Fluorophore); Potency, µM (titrated, usually from 61.6 µM), inactives show top-dose activity, negative = inhibition, actives largely listed as inhibitors; AID 880, 2007; Gai1:RGS12 GoLoco peptide FP, rhodamine, 10 min; actives 0.44% (n = 230,000); Guanine nucleotide-binding protein G(i) subunit alpha-1 (Homo sapiens), P63096; active means well fitted inhibition curve with a large enough effect, not every such curve was filed as active; inactive means no such curve, though single readings can be large or run the other way; further: on the % scale 0 is the no-effect control and ±100 the full control effect; nearly all actives have a fitted effect of over 30% in size; many of its hits are not listed in these tables
# NPSR antagonist = qHTS Assay for Antagonists of the Neuropeptide S Receptor: cAMP Signal Transduction | actives 1% (n = 220,000) | Q6W5P4 | Potency, µM (highest dose often 38.3 µM), inactives show at the top dose activity change, negative = inhibition, most hits filed as inhibitors | CHO-NPSR cells, cAMP TR-FRET, antagonist mode; further: on the % scale 0 is the no-effect control and ±100 the full control effect; nearly all actives have a fitted effect of over 50% in size; many of its hits are not listed in these tables
# Target sequence (Q6W5P4 whole entry, looked up): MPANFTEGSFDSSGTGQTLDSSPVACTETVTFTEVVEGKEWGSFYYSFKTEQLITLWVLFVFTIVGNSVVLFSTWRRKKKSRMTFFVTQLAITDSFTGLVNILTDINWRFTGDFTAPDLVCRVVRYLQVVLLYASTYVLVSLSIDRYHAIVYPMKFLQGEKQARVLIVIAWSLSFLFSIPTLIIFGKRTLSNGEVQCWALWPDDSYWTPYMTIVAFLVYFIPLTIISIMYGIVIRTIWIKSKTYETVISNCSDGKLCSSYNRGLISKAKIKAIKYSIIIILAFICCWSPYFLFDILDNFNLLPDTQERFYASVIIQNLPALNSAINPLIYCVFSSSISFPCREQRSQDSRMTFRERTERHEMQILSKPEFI
# IMPase Li cell = qHTS Assay for Identifying the Cell-Membrane Permeable IMPase Inhibitors: Potentiation with Lithium; AID 1457, 2008; Potency, µM (highest dose often 59.4 µM), for inactives: top-dose activity, negative = IMPase inhibition, usual class: inhibitors; actives 0.35% (n = 210,000); CHO-M1 cells, IP1 TR-FRET (IP-One), carbachol + lithium;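 further: IP1 builds up when IMPase is blocked and the TR-FRET signal falls; plate controls were basal vehicle for no effect and high inhibitor control for full effect; nearly all actives have a fitted effect of over 50% in size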
#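 CHO-M1, 2000 cells/well, 16–30 h culture; cpd + low Li+, 30 min 37C; lysis with d2-IP1/Eu-anti-IP1 Ab, 10 min RT; TR-FRET 665/620 ratio and 620 channel; AC50 via Hill.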
# KinaseGlo FLuc = Counterscreen for Luciferase (Kinase-Glo TM) Inhibition | Luciferin 4-monooxygenase (Photuris pensylvanica), Q27757 | Kinase-Glo luciferase, ATP luminescence, 8 min | Potency, µM (titrated, usually from 38.3 µM), without a hit: at the highest dose activity change, negative = inhibition, hits mostly inhibitors | actives 0.28% (n = 200,000) | AID 1379, 2008; further: on the % scale 0 is the no-effect control and ±100 the full control effect; nearly all actives have a fitted effect of over 60% in size
#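 Kinase-Glo luciferase light output from ATP and luciferin was measured with 10 uM ATP, within the enzyme's linear range. Buffer: 50 mM imidazole pH 7.2, 50 mM KCl, 7 mM MgCl2, 0.01% Tween 20, 0.05% BSA; luminescence read after 8 min at ambient temperature.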
# Epigenetic reg = Quantitative High-Throughput Screen for Regulators of Epigenetic Control; AID 1865, 2009; murine LDR cells, GFP reporter derepression, 30 h; actives 0.2% (n = 280,000); Potency, µM (top dose mostly 53.9 µM), inactives show top-dose GFP activation, usual class: activators; further: % of control where 0% means no effect; nearly all actives have a fitted effect of over 60% in size
#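 Reporter derepression read as number of fluorescent GFP-positive objects, 20-120 um in size, counted by laser-scanning cytometer. Mouse LDR line with an epigenetically silenced CMV-GFP locus; compound incubation 30 h, 37 C.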
# Starred values were filed as active, the others as inactive; i = inactive; ? = inconclusive; · = no result given; [ ] = remark or other dose. Unless noted, the call rests on the fitted dose curve; in most records, active means well fitted curve in the direction sought with a large enough effect; inconclusive means small, poorly fitted or top-dose-only effect, or another doubt; inactive means no such curve, though single readings can be large; an effect the other way counts as inactive or inconclusive. Potency means the concentration at half of the fitted maximal effect.
SMILES,SMN2 splice up,JMJD2E inh,RECQ1 inh,GoLoco inh red,NPSR antagonist,IMPase Li cell,KinaseGlo FLuc,Epigenetic reg
Cc1ccccc1-c1nc2sc3c(c2c(=O)n1N)CCCC3,-60%[inhibitor],-3%,-9%,10%,-22%[46.1 µM],9%[38.3 µM],-2%,-4.6%
Cc1cc(N/N=C/c2c(O)ccc3ccccc23)nc(-c2ccccc2O)n1,-28%,14µM*,-6%,-6%,-1%,0%,-3%,1.0%
Cc1sc2nc(-c3ccccc3)oc(=O)c2c1C,·,-2%,-1%,5%,-3%,?,·,5.3%
CCCNC(=O)CN1C(=O)NC(Cc2c[nH]c3ccccc23)C1=O (stereo unspecified),7%,2%,-10%,-11%,10%,9%,0%,21%
Cc1sc2ncnc(SCc3ccco3)c2c1C,-21%,-7%,-11%,3%,?,7%[38.3 µM],-6%,2.4%
C1=Nc2c(NCc3ccccc3)ncnc2Oc2ccccc21,-25%,2%,-5%,-5%,-18%[46.1 µM],32%[38.3 µM],2%,-1.6%
Fc1ccc(-n2nnnc2-c2cnc(-c3cccs3)nc2C(F)(F)F)cc1,·,-4%,-10%,·,?,·,·,-1.8%
CCOc1ccc(-n2c(SCC(=O)NCc3ccco3)nc3c(c2=O)SCC3)cc1,11%,-4%,-2%,-5%,-15%[46.1 µM],22%[38.3 µM],0%,-1.1%
CCC(NC(=O)NC1=NCCS1)(C(F)(F)F)C(F)(F)F,13%,12%,i,6%,-9%[7.67 µM],2%[38.3 µM],-1%,5.2%
COc1ccc2c(c1)CCC/C2=N\OC(=O)c1ccccc1F,8%,-2%,-1%,4%,-10%,22%,-7%,0.0%
C[C@@H]1C(c2cccc(Cl)c2)=NN(c2ccc(Br)cc2)[C@H]1C(=O)N1CCOC1=O,·,·,-12%,5%,·,-9%,3%[39.9 µM],1.4%
COc1ccc(/C=C/c2c([N+](=O)[O-])c(=O)n(C)c(=O)n2C)cc1OC,-7%,-16%,i,0%,-1%[46.1 µM],16%[38.3 µM],-6%,0.0%
CCN(CC(=O)Nc1cccc(Br)c1)Cc1nc2ccccc2c(=O)[nH]1,0%,-7%,i,-16%,-8%[46.1 µM],11%[38.3 µM],-5%,0.6%
Cc1ccc(NC(=O)C2(N3CCC3=O)CCCCC2)cc1,·,6%,-4%,18%,-7%,3%,-2%,-1.1%
NC(=S)COc1ccccc1,·,5%,-10%,22µM*,0%[7.67 µM],·,·,1.1%
CC1CCN(Cc2ccc(-c3nnn(CC(=O)Nc4ccccc4Cl)n3)cc2)CC1,-27%,-6%,i,5%,7%,24%,0%,?
COc1nc(-c2ccccc2)ccc1-c1noc(-c2ccccc2F)n1,29%,?,i,-13%,9%[46.1 µM],-22%[38.3 µM],-3%,1.4%
CCOc1cc(CNCc2ccccn2)cc(Cl)c1OC,-10%,-14%,i,11%,11%,2%,-4%,1.1%
O=Cc1ccc(N2CCCC2)c(F)c1,-34%[inhibitor],-20%,-3%,4%,-7%[46.1 µM],38%[activator][38.3 µM],2%,0.8%
CCOc1ccc(N2C(=O)CC(Sc3nc(CC(C)C)ccc3C#N)C2=O)cc1 (stereo unspecified),·,?,i,220%[activator],3%,3%,-2%,0.1%
CCOc1ccc(CCNC(=O)COC(=O)c2ccc(OC)c(OC)c2OC)cc1OCC,-1%,4%,-11%,-1%,-4%,13%,3%,2.6%
COc1ccc(C(=O)/C=C/Nc2cc(C)ccn2)cc1,·,?,-11%,8%,6%,·,·,0.0%
COC(=O)C1C(=O)c2c([nH]c(C(=O)OCCSC)c2C)CC1C (stereo unspecified),21%,-11%,-1%,-5%,-7%[46.1 µM],10%[38.3 µM],16%,1.5%
CSc1ccccc1NC(=O)c1ccc(CN2CCOCC2)cc1,22%,5%,i,7%,3%,10%,-1%,-0.2%
CC1CCN(C2=C(NS(=O)(=O)c3ccccc3)C(=O)c3ccccc3C2=O)CC1,·,?,-14%,7%,-32%,·,·,0.0%
SMILES,SMN2 splice up,JMJD2E inh,RECQ1 inh,GoLoco inh red,NPSR antagonist,IMPase Li cell,KinaseGlo FLuc,Epigenetic reg
CCOC(=O)Cc1c(C)nc2c(-c3ccccc3)cnn2c1C,17%,293%[activator],i,7%,17%,12%,0%,0.9%
CCOC(=O)Nc1ccc(NC(=O)c2c(OC)cccc2OC)cc1,9%,-8%,-1%,-12%,3%[46.1 µM],26%[38.3 µM],2%,0.0%
CCOc1ccc(OCCN(C)Cc2ccccc2)cc1,-10%,-15%,i,7%,4%[46.1 µM],38%[38.3 µM],-1%,0.7%
CCSc1nnc(-c2ccc(S(=O)(=O)N3CCOCC3)cc2)n1CC1CCCO1 (stereo unspecified),9%,?,-4%,13%,-10%[46.1 µM],-9%[38.3 µM],0%,1.2%
O=C(CSc1nnc(-c2ccncc2)n1Cc1ccccc1)NC1CCCc2ccccc21 (stereo unspecified),-45%[inhibitor],?,14%,13%,3%,-6%,2%,1.0%
CC(O)Cn1ccccc1=N (stereo unspecified),·,?,-2%,·,3%[46.1 µM],·,·,-8.8%
CC(C)c1ccc2c(c1)CC[C@H]1[C@@](C)(CN)CCC[C@@]21C,-6%[9.22 µM],·,·,1%[14.2 µM],·,1%,-6%[7.66 µM],·
c1ccc(CNCc2ccc3c(c2)OCO3)nc1,-18%,-6%,-4%,9%,6%[46.1 µM],10%,7%,-1.2%
Cc1csc2c(NC3CCN(Cc4ccccc4)CC3)ncnc12,·,-3%,-1%,2%,5%,·,·,0.7%
CC(C)OP(C)(=O)CN1CCN(CP(C)(=O)OC(C)C)CC1 (stereo unspecified),3%,?,-6%,0%,0%[46.1 µM],8%[38.3 µM],-2%,0.7%
COc1ccccc1/C=N/NC(=O)CN(C1=NS(=O)(=O)c2ccccc21)c1ccccc1,-5%,6%,5%,-19%,-7%,5%,2%,0.0%
CCOc1ccc(N2C(=O)/C(=C/c3cccs3)N(C)C2=S)cc1,-17%,-5%,1%,18%,-7%,11%,-3%,-0.9%
COc1cccc(C2c3[nH]c4ccccc4c3CCN2CCCn2cccn2)c1 (stereo unspecified),·,?,-6%,2%,31%,10%,9%,-0.7%
Cc1ccc(F)cc1NC(=O)c1c(-c2ccccc2)noc1C,-21%,11%,-3%,0%,-6%[46.1 µM],13%[38.3 µM],-1%,-1.2%
CC(/C=C/c1ccc2c(c1)OCO2)=N\NC(=O)COc1ccccc1C,-17%,1%,1%,-11%,6%[46.1 µM],11%,2%,-1.0%
CCCC(=O)Nc1cc(C(=O)O)ccc1S(=O)(=O)c1ccc(Cl)cc1,1%,-7%,7%,3%,11%,0%,-3%,1.1%
Cc1c(Br)c([N+](=O)[O-])nn1C(C)C(=O)Nc1nccs1 (stereo unspecified),13%,5%,-4%,-5%,-20%[46.1 µM],-10%[38.3 µM],-1%,1.9%
O=C(NC(NC(=O)c1ccccc1)c1cccc([N+](=O)[O-])c1)c1ccccc1,-10%,4%,10%,9%,-1%,4%,1%,-3.0%
CC(=O)OCC(=O)Nc1ccc(SC(F)F)cc1,21%,2%,-1%,7%,14%,-4%,-3%,-0.9%
Fc1cccc(NC(=S)Nc2ccc(Br)cc2)c1,-20%,7%,-4%,8%,-1%[46.1 µM],-2%[38.3 µM],1%,0.0%
Cc1cccc(NC(=O)CSc2ccc(-c3ccccn3)nn2)c1C,13%,?,i,-6%,6%,5%,0%,1.1%
O=C(OCc1ccc(F)cc1Cl)c1ccccn1,·,-4%,8%,-9%,?,32%[38.3 µM],?,-2.0%
O=C(Nc1ccc(OC(=O)c2ccccc2)c(-c2nc3ccccc3s2)c1)c1ccccc1,-8%,0%,-15%,5%,-14%[46.1 µM],-1%[38.3 µM],-2%,?
CC1=Nn2c(nnc2-c2ccccc2F)SC1,·,-2%,-4%,-8%,-3%[46.1 µM],-4%[38.3 µM],5%,-1.0%
O=C(CCC(=O)NNC(=O)Cc1ccccc1)NCc1ccccc1,·,3%,5%,9%,-12%,6%,-4%,-1.0%
SMILES,SMN2 splice up,JMJD2E inh,RECQ1 inh,GoLoco inh red,NPSR antagonist,IMPase Li cell,KinaseGlo FLuc,Epigenetic reg
Cn1c(SCC(=O)N2c3ccccc3CCc3ccccc32)nnc1-c1ccc(O)cc1,12%,-5%,2%,-16%,-15%[46.1 µM],-7%,-1%,3.9%
Cc1nnc(Nc2ccc(O)cc2)[nH]c1=O,0%,-9%,1%,9%,7%,14%,-1%,5.3%
COc1cccc(C(=O)NNC(=O)Cc2ccc([N+](=O)[O-])cc2)c1,-1%,-2%,-11%,9%,18%,5%,-2%,0.0%
O=C(NC1CCCCC1)c1ccccc1-c1ccccc1,·,-2%,-1%,·,2%[46.1 µM],·,·,-0.9%
COC(=O)c1ccc(N2Cc3ccccc3/C2=N\C(=O)Nc2ccccc2)cc1,13%,?,0%,0%,8%,4%,-1%,?
Cc1cc(Cl)ccc1OCC(=O)n1cc(C(=O)c2cc(Cl)ccc2O)cn1,-14%,-1%,27%,62%[activator],-11%,-10%,0%,-0.1%
Cc1ccc(-n2c(SCC(=O)c3c(N)n(C)c(=O)n(C)c3=O)nc3sc4c(c3c2=O)CCCC4)c(C)c1,-38%[inhibitor],-3%,i,12%,8%,6%,1%,-1.8%
C=CS(=O)c1sc(Cl)c(N2CCOCC2)c1[N+](=O)[O-] (stereo unspecified),-4%,-7%,0%,-30%,?,27%,0%,?
CCc1ccc(NC(=O)COC(=O)CN2C(=O)COc3ccccc32)cc1,-1%,-5%,i,-22%,-15%[46.1 µM],16%[38.3 µM],-2%,1.7%

# Only part of the results is shown (hit frequency here may not be typical).
